BLM inh: blocks DNA unwinding by human BLM helicase; AID 2528; recombinant BLM DNA unwinding, fluorescence dequenching; hit rate 0.2% among 350,000; Potency, µM (titrated, usually from 56.1 µM), inactives show at the highest dose activity change, negative = inhibition, usual class: inhibitors;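 note: potency is the fitted concentration of half-maximal effect; plate controls were vehicle for no effect and no enzyme for full effect; nearly all actives have a fitted effect of over 35% in size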
APEX1 inh: inhibitors of human APE1 endonuclease; P27695; recombinant APE1, TAMRA/BHQ-2 abasic DNA cleavage fluorescence; Potency, µM (top dose mostly 65.8 µM), for inactives: top-dose activity change, negative = inhibition, usual class: inhibitors; hit rate 0.35% among 350,000; AID 2517;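 note: potency is the fitted concentration of half-maximal effect; plate controls were vehicle for no effect and reference inhibitor for full effect; nearly all actives have a fitted effect of over 55% in size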
Target sequence (P27695 whole entry, looked up): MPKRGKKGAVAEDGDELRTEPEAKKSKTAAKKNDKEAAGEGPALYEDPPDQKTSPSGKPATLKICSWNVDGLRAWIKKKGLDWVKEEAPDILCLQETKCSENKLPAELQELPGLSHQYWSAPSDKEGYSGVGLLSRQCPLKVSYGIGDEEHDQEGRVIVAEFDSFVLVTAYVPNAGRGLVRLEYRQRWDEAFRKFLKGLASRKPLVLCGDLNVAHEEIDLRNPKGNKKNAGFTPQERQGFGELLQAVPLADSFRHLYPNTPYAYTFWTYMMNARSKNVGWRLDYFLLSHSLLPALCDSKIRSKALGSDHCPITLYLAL
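Measures dequenching upon AP-site incision of a 5'-TAMRA/3'-BHQ-2 THF-containing duplex, 50 nM; human APE1 0.75 nM after 15 min room-temperature exposure to compound; kinetic three-point read at one-minute spacing.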
ERG Ets-DNA blk: inhibitors of human ERG Ets domain-DNA interaction; P11308; AID 624246; fluorescence polarization, His-ERG Ets domain / labelled DNA; Potency, µM (doses to about 76.9 µM), for the others: top-dose FP activity, negative = inhibition, hits mostly inhibitors; hit rate 0.028% among 370,000; active = well fitted inhibition curve with a large enough effect in the polarisation, with a control signal flat; inconclusive = small, poorly fitted or top-dose-only effect, or effect the other way, or a change in a side signal; inactive = no such curve, though single readings can be large or run the other way; the % refers to the polarisation;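 note: polarization taken with two DNA probes labelled with fluorescein and Texas red; potency is the fitted concentration of half-maximal effect; % of control where 0% means no effect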
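His-tagged ERG Ets domain (1 uM in the protein solution; 300mM KCl, 50mM Tris-HCl, 1mM EDTA, 1mM DTT, pH 7.5) received compound, then a probe mix of 5 nM fluorescein-DNA and 100nM Texas-615-DNA. Fluorescence polarization was read for both dyes.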
TRHR agonist: TRH receptor (human) agonism; P34981; TRHR cells, calcium flux fluo-8, FDSS agonist mode; hit rate 0.18% among 360,000; activation, % at 2 µM; in the data active = activation above about 30%; note: 0% is about no effect
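TRHR-expressing cells loaded with fluo-8 calcium dye; 23 nL library compound pin-transferred, kinetic FDSS fluorescence (Ex 480/Em 530) recorded about 180 s for agonist-induced calcium release, before a 10 nM TRH EC20 addition for potentiator mode.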
POLI inh: DNA polymerase iota (human) inhibition; Pol iota fluorescent replication assay, 10 min; Potency, µM (highest dose often 115 µM), without a hit: at the top dose activity, negative = inhibition, hits mostly inhibitors; hit rate 1% among 390,000; AID 588590; note: potency is the fitted concentration of half-maximal effect
Target sequence (Q9UNA4 whole entry, looked up): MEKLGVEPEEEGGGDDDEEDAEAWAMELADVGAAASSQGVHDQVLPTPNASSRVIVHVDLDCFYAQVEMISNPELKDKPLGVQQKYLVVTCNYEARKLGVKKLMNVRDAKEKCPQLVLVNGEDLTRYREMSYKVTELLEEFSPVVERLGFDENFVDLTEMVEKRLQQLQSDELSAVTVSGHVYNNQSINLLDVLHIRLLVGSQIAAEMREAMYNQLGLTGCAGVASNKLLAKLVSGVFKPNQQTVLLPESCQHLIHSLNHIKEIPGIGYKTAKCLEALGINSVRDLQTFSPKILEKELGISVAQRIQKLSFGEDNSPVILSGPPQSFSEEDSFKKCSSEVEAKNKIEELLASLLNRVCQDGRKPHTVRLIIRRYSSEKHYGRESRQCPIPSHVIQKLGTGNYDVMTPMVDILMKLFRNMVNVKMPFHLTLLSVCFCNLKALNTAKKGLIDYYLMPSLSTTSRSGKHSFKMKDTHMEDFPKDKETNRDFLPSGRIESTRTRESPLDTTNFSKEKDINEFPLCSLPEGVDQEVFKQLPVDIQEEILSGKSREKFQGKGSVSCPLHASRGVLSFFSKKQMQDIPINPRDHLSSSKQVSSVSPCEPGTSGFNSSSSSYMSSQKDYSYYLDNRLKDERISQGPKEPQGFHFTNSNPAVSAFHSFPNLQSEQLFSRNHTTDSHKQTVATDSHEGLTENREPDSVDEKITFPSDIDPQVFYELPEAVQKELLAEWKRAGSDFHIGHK
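Pol iota at 10 nM preincubated 15 min with compounds at room temperature; reaction started with fluorescent substrate, 50 nM final. Fluorescence read kinetically at 0 and 10 min; buffer-only wells as negative control.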
12-LOX inh: ALOX12 (human) lipoxygenase inhibition; P18054; purified 12hLO, xylenol orange hydroperoxide absorbance; Potency, µM (titrated, usually from 108 µM), inactives show at the top dose activity change, negative = inhibition, hits mostly inhibitors; hit rate 1.1% among 580,000; note: potency is the fitted concentration of half-maximal effect; % is set by controls: 0 for no effect and ±100 for the full control effect
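Purified human 12hLO (150 nM final) in 25 mM Hepes, 0.01% Triton X-100, pH 7.0 was preincubated 15 min at room temperature with compound. Then 40 uM arachidonic acid was added, 30 min. Hydroperoxide was read by Fe-XO absorbance ratio 573/405 nm.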
POLK inh: DNA polymerase kappa (human) inhibition; Q9UBT6; purified Pol kappa, fluorescent DNA synthesis assay, 10 min; hit rate 0.53% among 400,000; Potency, µM (series often up to 107 µM), for the others: top-dose activity, negative = inhibition, usual class: inhibitors; AID 588579; note: potency is the fitted concentration of half-maximal effect; % is set by controls: 0 for no effect and ±100 for the full control effect
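10 nM Pol kappa preincubated 15 min at room temperature with compounds, then reaction started with substrate at 50 nM final. Fluorescence read kinetically at 0 and 10 min; buffer-only wells served as negative control.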
Pol beta inh: DNA polymerase beta (human) inhibition; AID 485314; P06746; Pol beta primer extension/strand displacement, fluorescence kinetic; hit rate 1.3% among 340,000; Potency, µM (titrated, usually from 114 µM), without a hit: top-dose activity change, negative = inhibition, most hits filed as inhibitors; note: potency is the fitted concentration of half-maximal effect; % is set by controls: 0 for no effect and ±100 for the full control effect
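Enzyme-only controls used 10 nM Pol beta; buffer lacking enzyme served as negative control. Compound preincubated 15 min, then 50 nM substrate added; 0 and 10 min reads at room temperature.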
Apoferritin bind: binds horse apoferritin like a general anesthetic. P02791. apoferritin/1-aminoanthracene competitive binding, fluorescence. Potency, µM (series often up to 77.5 µM), for inactives: at the highest dose activity change, negative = displacement, hits mostly inhibitors. hit rate 0.074% among 350,000. AID 485281; note: potency is the fitted concentration of half-maximal effect; % is set by controls: 0 for no effect and ±100 for the full control effect; nearly all actives have a fitted effect of over 20% in size
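Concentration-response curves derived by four-parameter Hill fitting of normalized fluorescence, where compounds displaced 1-AMA from 10 uM horse apoferritin following a brief 10 min room-temperature incubation; propofol titration acted as positive control.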
* marks the source's active call; other numbers are inactive results; ? = inconclusive; . = not tested or not shown; & = joins results of further samples; [ ] = remark or other dose. Unless noted, calls come from the whole dose curve; as a rule, active = well fitted curve in the direction sought with a large enough effect; inconclusive = small, poorly fitted or top-dose-only effect, or another doubt; inactive = no such curve, though single readings can be large; an effect the other way counts as inactive or inconclusive.

SMILES	BLM inh	APEX1 inh	ERG Ets-DNA blk	TRHR agonist	POLI inh	12-LOX inh	POLK inh	Pol beta inh	Apoferritin bind
COc1ccccc1NCc1nnc(SCC(=O)N/N=C/c2ccco2)n1-c1ccc(Cl)cc1Cl	-4%	4%	-21%	-0.5	?	12%	-7%	16%	-20%
O=C(C(=O)N1CCN(c2ccc(F)cc2)CC1)N1CCCCC1	-2%	?	5%	0.2	-29%	-9%	-14%	39%	-5%
Cc1cc2ncn(/N=C/c3ccc([N+](=O)[O-])o3)c2cc1C	-5%	3%	.	.	?	4%	-9%[60.1 µM]	8%	-8%
Cc1ccccc1OCC(=O)NCCCNC(=O)c1ccccn1	-2%	18%	14%	0.1	44%[activator]	-2%	2%	1%	-3%
COc1ccc(-c2noc(CSc3nc(C)cc(=O)[nH]3)n2)cc1OC	3%	.	-6%	-0.6	-11%	?	-7%	13%	1%
CC(=O)OCC1=C(C(=O)O)N2C(=O)C(NC(=O)C(C)Cn3cc(Cl)cn3)C2SC1 (configuration not stated)	-2%	-1%	-3%	-0.3	?	0%	-33%	4%	-5%
Cc1cc(C)nc(NS(=O)(=O)c2ccc(N=NN(C)C)cc2)n1	1%	-12%	-2%	0.0	20%	1%	9%	60%	-1%
O=C(O)CC1S/C(=N/N=C/c2ccccn2)NC1=O (configuration not stated)	-1%	2%	7%	0.5	-12%	-2%	15%	3%	-4%
O=C(CC1Sc2ccccc2NC1=O)NCc1cccc(Cl)c1 (configuration not stated)	1%	15%	-3%	0.0	103%[activator]	-11%	-8%	14%	-9%
Cc1cc(Nc2cccc(C(F)(F)F)c2)ncn1	0%	.	5%	0.3	14%	?	-9%	-5%	-2%
COC(=O)c1cc2oc3ccccc3c2n1Cc1cccc(C)c1	-9%	.	-1%	0.6	13%	-2%	12%	5%	43%[activator]
CN(C)c1ccc(N2C(=O)CC(Nc3ccc(N4CCOCC4)cc3)C2=O)cc1 (configuration not stated)	-1%	20%	-2%	0.1	14%	7%	-6%	8%	-7%
COC(=O)COc1ccc(C(C2C(=O)CC(C)(C)CC2=O)C2C(=O)CC(C)(C)CC2=O)cc1	-3%	45%	9%	-0.5	-6%	-4%	0%	6%	-10%
C=C(C)CN1CCN(c2c(CCC#N)c(C)c(C#N)c3nc4ccccc4n23)CC1	2%	1%	-7%	-1.3	4%	326%[activator]	-6%	16%	-12%
O=C(NCCn1cc(SCc2ccc(Br)cc2)c2ccccc21)c1cccs1	-11%	.	6%	-3.2	8%	-4%	0%	-1%	14%
NS(=O)(=O)c1ccc(CCNC(=O)c2ccc(C#CC3(O)CCCCC3)cc2)cc1	-6%	?	-7%	0.9	-10%	-3%	-8%	43%	-14%
CCOc1ccccc1C(=O)N1CC(=O)Nc2ccc(Cl)cc2C1c1ccccc1 (configuration not stated)	-5%	.	2%	0.9	15%	-11%	-21%	46%	5%
CCOc1ccc(CNC(=O)Cn2ccc3cc(S(=O)(=O)N4CCCC4)ccc32)cc1	-1%	7%	-2%	0.0	22%	43%[activator]	-15%	0%	-12%
CCOc1ccc(NC(=O)Cn2c(=O)n(CC3CCCO3)c(=O)c3ccccc32)cc1 (configuration not stated)	-11%&-3%	0%	8%&-3%	-0.7&0.0	-9%&3%	0%&0%	5%&9%	-7%&-1%	-18%&-15%
Cc1ccc(S(=O)(=O)N2CCOCC2)cc1NC(=O)CNC1CCCC1	-4%	18%	6%	0.7	33%[activator]	?	-10%	37%	2%
COc1cc2[nH]c3c(Cl)ncnc3c2cc1OC	-17%	1%	-12%	0.1	-8%	-5%	-19%	-16%	4%
CC[N+](C)(C)CCN(Cc1ccc(Cl)cc1)c1ccccn1	1%	-2%	3%	-0.1	10%	0%	2%	24%	-1%
O=C1NC[C@H](c2ccccc2)OC(=O)[C@@H](Cc2ccc(F)cc2)CC/C=C/C[C@@H]1CC(=O)N(CCO)Cc1ccccc1	.	7%	-10%	.	-16%	-4%	6%	.	.
CCS(=O)(=O)N1CCN=C1SCc1cccc(F)c1	2%	34%	-4%	0.3	3%	34%[activator]	4%	36%	-14%
C=CC[C@@H](CC(=O)N(CCO)Cc1ccccc1)C(=O)NC[C@H](OC(=O)[C@@H](CC=C)Cc1ccc(F)cc1)c1ccccc1	.	-20%	-14%	.	-11%	-11%	-4%	.	.
CCN(CC)c1ccc(/C=N/NC(=O)CNC(=O)c2cccs2)cc1	-5%	9%	-3%	-1.0	116%[activator]	-6%	-9%	45%	-21%
COc1ccc(/C=N/NC(=O)c2nc(-c3ccccc3)cc(-c3ccccc3)n2)cc1	-2%	-7%	2%	1.4	5%	402%[activator]	-1%	-16%	-11%
COc1ccc(C(=O)N/C(=C\c2ccc3c(c2)OCO3)C(=O)N2CCOCC2)cc1	-4%	33%[activator]	-1%	-0.3	14%	1%	-8%	-10%	3%
Cc1ccc(C(=O)N2CCN(Cc3ccc4c(c3)OCO4)CC2)cc1C	-1%	24%	3%	-0.5	29%	-15%	7%	-2%	-11%
CCOC(=O)c1c(C(=O)OCC)c(C)n(Cc2cc(OC)c(OC)c(OC)c2)c1C	2%	3%	-6%	0.2	0%	-14%	-16%	25%	-4%
Cc1cccc(NC(NC(=O)c2ccccn2)C(Cl)(Cl)Cl)c1 (configuration not stated)	0%	2%	-5%	0.2	18%	-15%	-8%	0%	-5%
Cc1ccc(N=C2C(=O)Nc3ccccc32)cc1C	-1%	-7%	5%	0.2	147%[activator]	0%	-5%	29%	-15%
Cc1ccc(S(=O)(=O)NC(=O)COc2ccccc2C)cc1	-1%	8%	1%	-0.1	-13%	0%	-8%	-10%	0%
COc1ccc(C(CCN2CCOCC2)c2c(OC)cc(OC)c3c2OC(=O)CC3c2ccc(OC)cc2)cc1 (configuration not stated)	-4%	8%	.	.	-4%	.	-16%	.	1%
CCCNC(=O)COC(=O)c1ccc(Cl)c(S(=O)(=O)N2CCCC2)c1	-3%	?	-1%	-0.7	?	-23%	1%	?	-7%
COc1ccc(NC(=O)c2ccc(S(=O)(=O)N(C)C)cc2)cc1OC	-1%	-1%	0%	0.1	0%	24%	-19%	15%	-9%
Cc1cc(C(=O)OCC(=O)c2ccc3c(c2)OCCO3)c(C)o1	-4%	-5%	5%	-0.3	?	?	-7%	0%	?
COc1ccc2c(CC(=O)OCC(=O)Nc3sc4c(c3C#N)CCC(C)C4)coc2c1 (configuration not stated)	-2%	2%	4%	-0.3	27%	-6%	0%	-3%	-1%
CC(OC(=O)/C=C/c1ccco1)C(=O)Nc1cccc([N+](=O)[O-])c1 (configuration not stated)	-10%	?	-12%	-1.2	-13%	-26%	-25%	?	-23%
Cc1ccc(SCC(=O)Nc2ccc3c(c2)C(=O)N(C)C3=O)cc1	-2%	-9%	5%	-0.3	39%	20%	-8%	3%	-8%
CCOC(=O)C1(Cc2ccccc2C)CCCN(C(=O)c2ccc(COC)o2)C1 (configuration not stated)	0%	39%	-3%	0.1	-6%	1%	-1%	-2%	-19%
Cc1ccc(S(=O)(=O)NCCC(=O)Nc2nnc(C3CC3)s2)cc1C	-3%	-4%	-7%	-0.3	?	-9%	-1%	-11%	-19%
CCSc1nnc2ccc(-c3ccc(OC)c(OC)c3)nn12	3%	63%[activator]	-2%	-0.7	16%	-13%	2%	14%	-7%
NC(=O)CC(NC(=O)Cc1cccc2ccccc12)c1ccc(N2CCc3ccccc3C2)c([N+](=O)[O-])c1 (configuration not stated)	-6%	-3%	-11%	-1.1	-6%	?	3%	3%	-18%
COc1ccc(NC(=O)CSc2nc(-c3ccco3)cc(C(F)(F)F)n2)c(OC)c1	3%	.	-1%	0.5	7%	-1%	4%	-4%	6%

One compound at a time, as listed above.
`Cc1cc(C(=O)OCC(=O)c2ccc3c(c2)OCCO3)c(C)o1` is entered as BLM inh = -4%; APEX1 inh = -5%; ERG Ets-DNA blk = 5%; TRHR agonist = -0.3; POLI inh = ?; 12-LOX inh = ?; POLK inh = -7%; Pol beta inh = 0%; Apoferritin bind = ?
`CCCNC(=O)COC(=O)c1ccc(Cl)c(S(=O)(=O)N2CCCC2)c1` is entered as BLM inh = -3%; APEX1 inh = ?; ERG Ets-DNA blk = -1%; TRHR agonist = -0.7; POLI inh = ?; 12-LOX inh = -23%; POLK inh = 1%; Pol beta inh = ?; Apoferritin bind = -7%
`Cc1ccc(S(=O)(=O)NC(=O)COc2ccccc2C)cc1` is entered as BLM inh = -1%; APEX1 inh = 8%; ERG Ets-DNA blk = 1%; TRHR agonist = -0.1; POLI inh = -13%; 12-LOX inh = 0%; POLK inh = -8%; Pol beta inh = -10%; Apoferritin bind = 0%

Next section:
SMILES	BLM inh	APEX1 inh	ERG Ets-DNA blk	TRHR agonist	POLI inh	12-LOX inh	POLK inh	Pol beta inh	Apoferritin bind
COc1ccccc1CN1C(=O)C2CC=CCC2C1=O (configuration not stated)	1%	-3%	-2%	-0.2	3%	17%	-26%	1%	?
O=C(Nc1csnn1)c1csnn1	0%	0%	-3%	1.0	-22%	10µM*	12%	5%	32%[activator]
CC(C1CC1)N(Cc1ccccc1)C(=S)Nc1ccccc1 (configuration not stated)	-3%	-7%	3%	0.1	30%[activator]	-12%	-1%	0%	-16%
COc1ccc(OC)c(NC(=O)Nc2c(C)n(C)n(-c3ccccc3)c2=O)c1	1%	.	0%	0.6	-5%	-4%	0%	-2%	32%[activator]
Cc1ccccc1NC(=S)NCCO	-4%	1%	-2%	0.2	64%[activator]	-2%	-1%	9%	-2%
CCSc1nnc(NC(=O)CN2C(=O)N(C)C3(CCCCC3)C2=O)s1	.	9%	3%	-0.3	24%	-22%	-18%	.	.
COC(=O)[C@@]12CCCN1[C@H](c1ccc(-c3ccc(F)cc3)cc1)[C@H]1C(=O)N(C)C(=O)[C@H]12	.	28%	13%	-0.6	-18%	-11%	19%	.	.

From PubChem

An excerpt (hit frequency here may not be typical).
